Assay outcomes as filed in PubChem.
H1N1 NS1A inhibition: H1N1 influenza NS1A inhibitors, functional cell based assay (AID 504329). NS1A functional cell-based assay, percent inhibition; higher % means a stronger effect. one-dose inhibition, % at 12.5 µM; IC50 in µM for titrated hits. hit rate 0.3% among 340,000; in the data active = a potency from the dose series; inconclusive = inhibition above about 27% without an active follow-up result; also: strong numbers were not always called active
PhoP GFP inhibition: PhoP regulon inhibitors, Salmonella typhi PhoP promoter GFP reporter, confirmatory (AID 1850). Salmonella Typhi PhoP-promoter GFP reporter, fluorescence, 4 h; higher % means a stronger effect. one-dose inhibition, % at 50 µM; IC50 in µM for titrated hits. hit rate 0.33% among 310,000; in the data active = a potency from the dose series; inconclusive = inhibition mostly from about 25% at the one dose, without a potency; inactive = the rest, 99 in 100 with inhibition below about 19%;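 also: 0% = induced wells with vehicle and 100% = uninduced wells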
tuberculosis growth: growth inhibition of non-replicating M. tuberculosis (AID 488890); Mycobacterium tuberculosis non-replicating, growth inhibition; higher % means a stronger effect; inhibition, % at 25 µM; hits with a dose series show IC50 in µM; hit rate 0.39% among 320,000; in the data active = a potency from the dose series; inconclusive = inhibition mostly from about 82% at the one dose, without a potency; inactive = the rest, 99 in 100 with inhibition below about 76%;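 also: plate controls were DMSO cells for no effect and high antibiotic wells for full effect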
inhibitors of VEEV: inhibitors of VEEV TC-83 cytopathic effect, confirmation, Vero cells (AID 588727); Vero cells, VEEV TC-83 cytopathic effect inhibition; higher % means a stronger effect; inhibition, % at 20 µM; hits with a dose series show IC50 in µM; hit rate 0.13% among 350,000; in the data active = a potency from the dose series; inconclusive = inhibition mostly from about 14% at the one dose, without a potency; inactive = the rest, 99 in 100 with inhibition below about 12%; also: strong numbers were not always called active
H37Rv inhibition: M. tuberculosis growth inhibition, HTS (AID 449762); M. tuberculosis H37Rv growth inhibition, 7H9 media; higher % means a stronger effect; inhibition, % at 25 µM, or IC50 in µM where a hit was titrated; hit rate 0.59% among 330,000; in the data active = a potency from the dose series; inconclusive = inhibition above about 70% without an active follow-up result;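 also: bacterial growth assessed after seven days of incubation; strong numbers were not always called active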
inhibitors of VEEV 10K pilot screen: also measured in inhibitors of VEEV; calls as there; inhibition, %; measured here: 10K pilot screen inhibition
Numbers without * were called inactive; i = inactive; ? = inconclusive; · = no result given.

SMILES	H1N1 NS1A inhibition	PhoP GFP inhibition	tuberculosis growth	inhibitors of VEEV	H37Rv inhibition	others
CN(c1ccc(C(=O)NCC2CCCO2)cc1)S(=O)(=O)c1ccccc1 (stereo not drawn)	5%	13%	-6%	1.5%	-1%
CCOCCCNC(=O)c1c[nH]c2ccc(C)cc2c1=O	2%	3%	-5%	1.5%	-11%
Cc1cccc(CN2CCC(Oc3ccc(C(=O)N4CCCCC4)cc3)CC2)c1	-5%	15%	19%	2.0%	27%
Cc1ccc(/C=C/C(=O)Nc2ccc(S(N)(=O)=O)cc2)o1	8%	11%	5%	3.5%	-1%
O=C(Cc1c[nH]c2ccccc12)Nc1nnc(C2CC2)s1	0%	-4%	19%	17µM*	0%
COCCCn1nnnc1SCC(=O)Nc1nc2ccccc2s1	0%	12%	-5%	4.4%	3%
COc1ccc(/C=N/NC(=O)Cn2c(Cc3ccc(OC)c(OC)c3)nc3ccccc32)cc1	2%	-2%	11%	i	-2%
Cc1cc(C)c2oc(=O)cc(CN3CCN(Cc4ccccc4)CC3)c2c1	1%	-10%	24%	0.1%	16%
CCOC(=O)c1cc(-c2csc(-c3cccc(Cl)c3)n2)on1	-5%	-1%	?	0.2%	?
CCOc1ccc(NC(=O)CC2C(=O)N(C)C(=S)N2Cc2ccco2)cc1 (stereo not drawn)	31%	-7%	34%	i	0%
COc1cc(-c2[nH]nc3c2C(c2ccoc2)C(C#N)=C(N)O3)cc(OC)c1OC (stereo not drawn)	8%	-8%	6%	3.5%	0%
CC(C)[C@H](NC(=O)OC(C)(C)C)C(=O)NCC1CCC(C(=O)N[C@@H](Cc2ccccc2)C(=O)O)CC1 (stereo partly drawn)	-2%	10%	-14%	i	5%
Cc1ccc(CNC(=O)COC(=O)CN2C(=O)C3CC=CCC3C2=O)cc1 (stereo not drawn)	-9%	·	17%	1.5%	-7%
CCOC(=O)c1cc(-c2ccc(C)cc2)n(CCC(=O)NC(C)CC)c1C (stereo not drawn)	4%	-9%	17%	2.8%	7%
CCC(=O)N1CCc2cc(S(=O)(=O)N(C)c3ccc(Br)cc3)ccc21	21%	·	·	0.9%	·
COc1ccc(CCNC(=O)CSc2nc(C)nc3sccc23)cc1OC	7%	5%	-1%	i	-8%
O=C(Cc1coc(-c2ccc(F)cc2)n1)NCc1ccccc1	-19%	1%	14%	0.6%	-1%
O=C(NCCCN1CCCC1=O)Nc1cc(Cl)ccc1Cl	15%	-9%	-6%	1.6%	-7%
COc1ccc2c(=O)c(-c3ccc4c(c3)OCO4)coc2c1	-7%	-3%	-14%	1.8%	-3%
Cc1cc(OCC(O)CN2C(C)CCCC2C)ccc1C(C)C (stereo not drawn)	1%	11%	26%	2.8%	-5%
O=C(CSc1ccc([N+](=O)[O-])cc1)OCC(=O)N1CCCC1=O	2%	·	18%	2.4%	-3%
O=C(NCc1ccccc1Cl)c1cccc(NC2=NC3CS(=O)(=O)CC3S2)c1 (stereo not drawn)	3%	-3%	-11%	7.2%	2%	inhibitors of VEEV 10K pilot screen=0.1
Clc1ccc(SCc2nc3ccccc3[nH]2)cc1	-1%	2%	20%	i	-6%
CN(C(=O)c1cccc(NC(=O)Cc2ccc(NC(=O)C3CCN(C(=O)C4CCC4)CC3)cc2)c1)C1CCC1	-14%	·	·	i	·
COc1ccccc1N1CCN(C(=O)c2oc3ccccc3c2C)CC1	8%	·	·	i	·
CCC1CCCCN1C(=O)CCc1nnc(C2CCCCC2)o1 (stereo not drawn)	-6%	7%	-1%	1.3%	-2%
O=C(CSc1nc2sccc2c(=O)[nH]1)N1CCN(c2ccccc2)CC1	-4%	-8%	14%	2.0%	3%
COc1ccc(-c2[nH]c3ccccc3c2SCCNC(=O)c2ccccc2)cc1	4%	1%	30%	9.4%	-11%
CN(C)C(=O)CN1CCN(C(=O)CCl)CC1	-9%	2%	44%	?	3%
CC(C)CN1CCN(Cc2cc3ccccc3[nH]2)CC1CCO (stereo not drawn)	2%	-6%	-4%	4.2%	13%
CC(=O)C1=C(C)NC(C)=C(C(C)=O)C1c1ccccc1	0%	4%	1%	i	-6%
COc1cc(-c2nc(C(=O)NC3CCCCC3)cc3c2[nH]c2ccccc23)cc(OC)c1OC	2%	-3%	-2%	8.0%	-1%
COc1cccc(C(=O)OCC(=O)c2ccc(Br)s2)c1OC	-1%	·	9µM*	7.6%	?
O=C(Oc1ccccc1C(=S)N1CCOCC1)c1ccccc1	-4%	9%	-1%	4.1%	6%
COc1ccc(CSc2nnc(Cc3sc(-c4ccccc4)nc3-c3ccccc3)o2)cc1	-1%	8%	1%	3.0%	13%
Cc1ccc(C(C(=O)NCc2ccco2)N(C(=O)CNC(=O)c2cccs2)c2ccc(C)cc2)cc1 (stereo not drawn)	-3%	2%	3%	i	-1%
C/C(=N\Nc1cc(C(F)(F)F)ccc1Cl)c1ccccc1O	-1%	-6%	-7%	1.2%	16%
O=C(Cc1ccc(S(=O)(=O)N2CCCCC2)cc1)NCc1ccc(Cl)cc1	3%	·	·	i	5%
CCCCS(=O)(=O)N1CCCC(C(=O)Nc2ccc(Cl)cn2)C1 (stereo not drawn)	-9%	1%	-6%	i	5%
CC(C)c1cc(-c2cc(C(=O)Nc3ccccc3)on2)nc(NC2CCCC2)n1	-5%	-28%	-3%	0.3%	?

Two consecutive compounds from above, quoted:
SMILES	H1N1 NS1A inhibition	PhoP GFP inhibition	tuberculosis growth	inhibitors of VEEV	H37Rv inhibition	others
CC(=O)C1=C(C)NC(C)=C(C(C)=O)C1c1ccccc1	0%	4%	1%	i	-6%
COc1cc(-c2nc(C(=O)NC3CCCCC3)cc3c2[nH]c2ccccc23)cc(OC)c1OC	2%	-3%	-2%	8.0%	-1%

Next part
SMILES	H1N1 NS1A inhibition	PhoP GFP inhibition	tuberculosis growth	inhibitors of VEEV	H37Rv inhibition	others
Brc1ccc(/C=N/Nc2ccccn2)cc1	-3%	-5%	-11%	4.0%	8%
COc1ccccc1CNC(=O)CN1C(=O)c2cccc(N)c2C1=O	-11%	-25%	31%	0.9%	-2%
O=c1c2cc3c(=O)n(-c4ccccc4O)c(=O)c3cc2c(=O)n1-c1ccccc1O	-6%	0%	63%	i	0%
O=C(O)CN1C(=O)/C(=C/c2ccccc2Br)Oc2ccccc21	3%	-4%	9%	1.2%	-3%
C#CCOCCOCCOCCNc1nc(N2CCN(C(=O)[C@H](CCCN=C(N)N)n3cc(C(N)[C@@H](C)CC)nn3)CC2)nc(N2CCN(C(=O)[C@H](CC(N)=O)n3cc([C@@H](N)C(C)C)nn3)CC2)n1 (stereo partly drawn)	4%	·	73%	7.3%	6%
CCCn1nc(C(=O)NNC(=O)CCCOc2ccc(C)cc2)c2ccccc2c1=O	-5%	-10%	-17%	1.1%	-11%
Cc1c(C(=O)NC(=S)N(Cc2ccccc2)c2ccccn2)cccc1[N+](=O)[O-]	3%	·	-10%	2.3%	-5%
O=C(CO/N=C/c1ccc(Cl)cc1Cl)NNC(=O)c1ccc(Cl)cc1Cl	2%	-6%	0%	1.2%	2%
COc1ccc(OC)c(NC(=O)COC(=O)CSc2ccc(Cl)cc2)c1	-2%	-13%	21%	0.1%	1%
CCOC(=O)c1cnc(SC)nc1Oc1cccc(NC(=O)c2ccc(C)cc2)c1	-1%	-4%	-1%	7.7%	-8%
COc1cc(/C=N/n2c(-c3ccccc3)n[nH]c2=S)cc(OC)c1OC	0%	-11%	-13%	0.4%	5%
NC(=S)N=Nc1c(O)[nH]c2ccc(F)cc12	3%	4%	69%	0.6%	4%
CC1=C(C#N)CCC(=O)N1Cc1c(C)cc(C)cc1C	-3%	25%	-11%	1.1%	-2%
O=C(CN1CCN(C(=O)c2ccco2)CC1)Nc1ccc(Cl)c(S(=O)(=O)N2CCOCC2)c1	-3%	-14%	18%	1.0%	3%
Cc1ccc(C(=O)NCc2n[nH]c(=S)n2-c2ccccc2)cc1[N+](=O)[O-]	-14%	-3%	-2%	1.3%	-6%
CCN(Cc1ccccc1)C(=O)c1ccc(SC)cc1OC	-1%	-15%	2%	0.6%	-3%
COc1ccc2oc(C(=O)Nc3ccc(C)cn3)c(C)c2c1	-5%	-3%	20%	1.6%	6%
COc1ccc(C(=O)/C=C/c2ccc(F)cc2)c(OC(=O)c2ccc([N+](=O)[O-])cc2)c1	8%	-3%	69%	13%	?
C=CCn1c(SC(C)C(=O)NCC2CCCO2)nnc1-c1ccc(OC)cc1 (stereo not drawn)	-4%	·	8%	1.9%	-12%
CC(C)(C)S(=O)(=O)N1Cc2ccc(CO)cc2[C@H]1CCO	-11%	·	·	0.1%	·

Next section; it opens with the 5 that closed the last part.
SMILES	H1N1 NS1A inhibition	PhoP GFP inhibition	tuberculosis growth	inhibitors of VEEV	H37Rv inhibition	others
CCN(Cc1ccccc1)C(=O)c1ccc(SC)cc1OC	-1%	-15%	2%	0.6%	-3%
COc1ccc2oc(C(=O)Nc3ccc(C)cn3)c(C)c2c1	-5%	-3%	20%	1.6%	6%
COc1ccc(C(=O)/C=C/c2ccc(F)cc2)c(OC(=O)c2ccc([N+](=O)[O-])cc2)c1	8%	-3%	69%	13%	?
C=CCn1c(SC(C)C(=O)NCC2CCCO2)nnc1-c1ccc(OC)cc1 (stereo not drawn)	-4%	·	8%	1.9%	-12%
CC(C)(C)S(=O)(=O)N1Cc2ccc(CO)cc2[C@H]1CCO	-11%	·	·	0.1%	·
O=C(CSC1=NS(=O)(=O)c2cc(Cl)ccc2N1)NCCc1ccccc1	-3%	-4%	23%	1.2%	5%
CC(C(=O)Nc1ccccc1)N(C)CCOc1ccc(Br)cc1 (stereo not drawn)	-10%	4%	74%	i	23%
NC(=O)c1ccc(NC(=O)COC(=O)CCc2ccc(S(=O)(=O)N3CCCCC3)cc2)cc1	-1%	3%	-4%	i	1%
OCCN(CCO)c1nc2ccccc2[nH]1	2%	1%	-4%	0.6%	-11%
CCOc1ccc(NC(=O)CSc2nnnn2C2CCCC2)cc1	-6%	-1%	20%	4.6%	?
O=C(COC(=O)c1ccc2ncsc2c1)NCc1ccc(Cl)cc1	-2%	·	27%	i	22%
CN(Cc1ccccc1)C(=S)Nc1ccc(OC(F)F)cc1	1%	-18%	48%	2.8%	-4%
O=C(Nc1ccccc1C(=O)N1CCCC1)c1cccc(S(=O)(=O)N2CCCCC2)c1	3%	-7%	-1%	1.8%	-4%	inhibitors of VEEV 10K pilot screen=1.9
CCOC(=O)C1CCN(S(=O)(=O)c2ccc(C(C)=O)cc2)CC1	-7%	1%	-11%	i	6%
O=C(CSc1ccc(-c2ccc(F)cc2)nn1)N1CCCc2ccccc21	-4%	-5%	22%	8.6%	-6%
COc1ccc2c(c1OC)C(=O)N1N=C(c3ccc(O)cc3)CC21 (stereo not drawn)	-1%	17%	21%	2.0%	48%
COc1cccc(/C=N/NC(=O)CNC(=O)c2ccco2)c1O	10%	4%	9%	10%	-1%
CCCCn1c(N)c(N(CC(C)C)C(=O)CN2C(=O)c3ccccc3C2=O)c(=O)[nH]c1=O	-5%	0%	-16%	1.2%	-5%
FC(F)(F)c1ccc(CN2CCN(Cc3ccco3)CC2)cc1	0%	-3%	-1%	0.5%	-1%
CS(=O)(=O)c1ccc(C(=O)OC2CCOC2=O)cc1[N+](=O)[O-] (stereo not drawn)	-2%	2%	-8%	i	1%
COc1cccc(-c2ccc3c(c2)C2CC3CCN2C(=O)c2ccc(Cl)cc2)c1 (stereo not drawn)	-11%	·	·	i	·
CCOc1ccc(C(C)=O)cc1COc1ccc(-c2nnco2)cc1	30%	-9%	9%	5.0%	-2%
CC1Cc2ccccc2N1C(=O)CN1CCCCC1 (stereo not drawn)	-7%	-1%	-6%	i	-5%
O=C(N/N=C/c1cn(-c2ccccc2)nc1-c1cccs1)c1ccccc1F	6%	-1%	·	11%	?
N/C(=N\S(=O)(=O)c1cc(C(F)(F)F)cc(C(F)(F)F)c1)c1ccccc1	-2%	-3%	-5%	0.5%	-3%
O=C(CSc1nnc(C2CC2)n1C1CC1)c1ccc(Br)s1	-17%	·	44%	2.6%	1%
CCOC(=O)N1CCN(C(=O)CN(c2ccccc2)S(C)(=O)=O)CC1	5%	6%	-12%	i	-3%
Cc1c(C(=O)N2CCC[C@H]2CO)oc2c(F)cccc12	3%	16%	-14%	0.5%	3%
CCOCCCNC(=O)c1cc2c(=O)n3cccc(C)c3nc2n1C	-7%	-11%	-12%	9.1%	-6%
Cc1ccc(C(=O)NCC(=O)N2CCN(c3ncccn3)CC2)s1	-3%	-3%	-10%	1.0%	11%
